Bioassay records: PubChem BioAssay, National Center for Advancing Translational Sciences (NCATS)
NPSR antag = neuropeptide S receptor (human) antagonism, cAMP | Q6W5P4 | 220,000 compounds, 1% hits | CHO-NPSR cells, cAMP TR-FRET, antagonist mode | Potency, µM (doses to about 38.3 µM), without a hit: at the top dose activity change, negative = inhibition, hits mostly inhibitors | AID 1461; note: potency is the fitted concentration of half-maximal effect; % is set by controls: 0 for no effect and ±100 for the full control effect; nearly all actives have a fitted effect of over 50% in size; many of its hits are not listed in these tables
Target sequence (Q6W5P4 whole entry, looked up): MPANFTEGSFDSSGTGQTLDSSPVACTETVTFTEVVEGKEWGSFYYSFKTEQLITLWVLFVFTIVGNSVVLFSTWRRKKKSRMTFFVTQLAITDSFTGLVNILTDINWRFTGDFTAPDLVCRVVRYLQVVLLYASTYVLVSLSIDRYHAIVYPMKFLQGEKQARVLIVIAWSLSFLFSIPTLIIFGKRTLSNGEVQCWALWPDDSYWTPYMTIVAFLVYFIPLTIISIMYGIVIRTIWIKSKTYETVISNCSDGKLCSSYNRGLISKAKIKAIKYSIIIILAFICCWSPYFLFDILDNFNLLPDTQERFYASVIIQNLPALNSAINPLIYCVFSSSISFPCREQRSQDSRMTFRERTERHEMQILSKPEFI
TRb SRC2 PPI = disrupts binding of human TR beta to SRC2; 280,000 compounds, 0.065% hits; Potency, µM (highest dose often 106 µM), for the others: top-dose activity change, negative = inhibition, hits mostly inhibitors; TRbeta-SRC2 peptide binding, fluorescence polarization; receptor liganded with 1 µM T3; P10828; AID 1469;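 note: potency is the fitted concentration of half-maximal effect; plate controls were bound peptide for no effect and peptide without receptor for full effect; nearly all actives have a fitted effect of over 50% in size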
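Decrease in fluorescence polarization of 20 nM Texas Red SRC2 coactivator peptide flagged inhibition of its binding to 0.6 uM TRb LBD; 1 uM T3 included, incubation 5 hr, ex 555/em 632 nm.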
Tau fluor cs = counter-screen for tau fibril formation inhibitors. tau K18 P301L Alexa594 fluorescence, heparin fibrillization. Potency, µM (highest dose often 57.7 µM), for the others: at the top dose activity change, negative = decrease. 280,000 compounds, 0.93% hits. AID 1463; note: potency is the fitted concentration of half-maximal effect; % is set by controls: 0 for no effect and ±100 for the full control effect; nearly all actives have a fitted effect of over 55% in size
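Human tau K18 P301L (15 uM unlabeled, 0.24 uM Alexa 594-labeled) in 100 mM sodium acetate pH 7 with 20 uM heparin, 6 hr at 37 C. ThT 30 uM added, 1 hr ambient; Alexa 594 FP and total fluorescence read at 555/632 nm.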
GLA spleen mod = inhibitors or activators of human alpha-galactosidase in spleen homogenate; Potency, µM (doses to about 80 µM), without a hit: top-dose activity change, negative = inhibition, actives largely listed as inhibitors; human spleen homogenate, 4MU-alpha-Gal fluorescence, 40 min; 240,000 compounds, 0.008% hits; P06280;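 note: potency is the fitted concentration of half-maximal effect; 0% = enzyme with vehicle and -100% = no enzyme basal signal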
Target sequence (P06280 32-429 limits assumed): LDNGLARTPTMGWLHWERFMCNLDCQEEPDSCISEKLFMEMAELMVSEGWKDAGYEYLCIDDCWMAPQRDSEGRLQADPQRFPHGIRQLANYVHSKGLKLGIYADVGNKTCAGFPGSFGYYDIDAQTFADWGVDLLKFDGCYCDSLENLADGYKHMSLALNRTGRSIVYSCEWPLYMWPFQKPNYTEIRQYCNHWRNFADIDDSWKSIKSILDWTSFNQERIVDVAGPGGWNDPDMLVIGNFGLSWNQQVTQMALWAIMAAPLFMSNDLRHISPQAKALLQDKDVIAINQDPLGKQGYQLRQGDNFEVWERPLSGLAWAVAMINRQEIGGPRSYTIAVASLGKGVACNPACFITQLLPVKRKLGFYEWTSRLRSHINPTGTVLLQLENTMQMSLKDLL
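Fluorogenic readout (Ex 365/Em 440 nm) of 4-methylumbelliferone released from 1 mM 4-MU-alpha-galactoside by spleen homogenate, 40 min at 37C, pH 5.0. Data normalized to no-enzyme and enzyme controls; Hill-equation AC50 from compound titrations.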
Tau fibril FP = blocks human tau fibril formation measured by polarization; AID 1468; K18 P301L tau heparin fibrillization, Alexa594 FP, 6 h; 280,000 compounds, 0.39% hits; Potency, µM (titrated, usually from 57.7 µM), without a hit: top-dose activity, negative = inhibition, most hits filed as inhibitors; note: potency is the fitted concentration of half-maximal effect; % is set by controls: 0 for no effect and ±100 for the full control effect; nearly all actives have a fitted effect of over 55% in size
Target sequence (P10636 561-689 P618L limits assumed): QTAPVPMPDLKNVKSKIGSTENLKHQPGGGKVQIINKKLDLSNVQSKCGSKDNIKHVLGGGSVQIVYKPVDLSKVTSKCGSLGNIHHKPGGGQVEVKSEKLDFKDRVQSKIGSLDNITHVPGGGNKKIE
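Quantitative HTS format: compounds meet 15 uM recombinant K18 P301L tau and Alexa 594-tau tracer in 100 mM sodium acetate pH 7; 20 uM heparin triggers fibrillization at 37 C over 6 hr; FP gives the signal.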
CBFb-RUNX1 inh = blocks binding between human CBF-beta and RUNX1 | AID 1477 | 230,000 tested, under 10 active | Potency, µM (series often up to 59.8 µM), for inactives: at the highest dose activity, negative = inhibition, most hits filed as inhibitors | AlphaScreen CBFb-His/RUNX1-biotin binding, biochemical; note: % of control where 0% means no effect
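Interaction loss through any mechanism counts as activity. Pre-formed complex of His-CBF-beta and biotin-RUNX1 (30 nM apiece) is incubated with compound 15 min, then with 50 ng nickel and 50 ng streptavidin beads for 90 min before AlphaScreen detection.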
Epigenetic derep = epigenetic control regulation, reporter derepression | 280,000 compounds, 0.2% hits | Potency, µM (highest dose often 53.9 µM), inactives show top-dose GFP activation, usual class: activators | murine LDR cells, GFP reporter derepression, 30 h; note: potency is the fitted concentration of half-maximal effect; % of control where 0% means no effect; nearly all actives have a fitted effect of over 60% in size
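GFP-positive cell count by laser-scanning cytometry (objects 20–120 um) after 30 h, 37 C compound exposure of murine LDR cells; reporter is CMV-GFP integrated at a silenced locus, inducible by HDAC or DNMT inhibitors.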
TR SRC2 fluor cs = counter-screen for TRb-SRC2 inhibitors: fluorescence interference; TRb/SRC2 Texas Red total fluorescence interference; Potency, µM (titrated, usually from 106 µM), for inactives: top-dose fluorescence change, negative = quenching; 280,000 compounds, 0.29% hits; AID 1479; active = well fitted curve in either direction with a large enough effect; inconclusive = small, poorly fitted or top-dose-only effect; note: potency is the fitted concentration of half-maximal effect; % is set by controls: 0 for no effect and ±100 for the full control effect
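Human TRβ ligand-binding domain (0.6 uM) and Texas Red SRC2 peptide (20 nM) in Tris buffer with 1 uM T3 and 5% DMSO were incubated with pinned compound for 5 hr at ambient temperature. Total fluorescence was computed as S + 2P (555/632 nm).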
Active calls of the source: *; u = inconclusive; x = not tested or not shown; & = joins results of further samples; [ ] = another dose, or the depositor's remark. Unless noted, calls come from the whole dose curve; as a rule, active = well fitted curve in the direction sought with a large enough effect; inconclusive = small, poorly fitted or top-dose-only effect, or another doubt; inactive = no such curve, though single readings can be large; an effect the other way counts as inactive or inconclusive.

Sequence of screens: NPSR antag | TRb SRC2 PPI | Tau fluor cs | GLA spleen mod | Tau fibril FP | CBFb-RUNX1 inh | Epigenetic derep | TR SRC2 fluor cs
CN(C)S(=O)(=O)c1ccc(N2C(=O)CC2(/C=C/c2ccccc2)C(=O)NC2CCCC2)cc1 (stereo not given)
    -17% | -2% | -19% | 4% | -1% | 5% | -1.6% | -2%
CCN1CCN(C(=S)NCC(C)C)CC1
    13% | -3% | 0% | -22% | -1% | -1% | 0.0% | -4%
CCCC(=O)Nc1sc2c(c1C#N)CC(C)(C)NC2(C)C
    12% | -10% | 3% | 1% | -3% | -2% | -1.0% | 1%
c1coc(-c2nn3c(-c4ccco4)nnc3s2)c1
    -9%[46.1 µM] | 2% | 5% | -12% | 0% | u | -0.5% | -11%
COc1ccc(-c2csc(NC3=NCCCCC3)n2)cc1
    -12% | -1% | -27% | -1% | 19% | -20% | 1.9% | -3%
CCn1cc(C(=O)N2CCN(C3CCCCC3)CC2)c2cc(OC)c(OC)cc2c1=O
    -1%[46.1 µM] | 2% | -6% | 2% | 3% | 11% | 0.0% | 5%
CCOC(=O)c1[nH]c2ccc(F)cc2c1NC(=O)CCN1CCSCC1
    -4%[46.1 µM] | -6% | 2% | 13% | 10% | -1% | -1.0% | 0%
Cc1ccc2cc(CN(CCN3CCOCC3)Cc3nnnn3Cc3ccco3)c(=O)[nH]c2c1C
    -4%[46.1 µM] | 3% | -3% | 10% | 0% | 1% | -0.7% | 0%
CC(=O)c1[nH]c(C)c(C(=O)NCCc2ccc(C)cc2)c1C
    x | -1% | -15% | x | -9% | x | 0.8% | 6%
O=C(CSc1nc(O)cc(=O)[nH]1)Nc1ccc2c(c1)CCC2
    -4%[46.1 µM] | u | -11% | -1% | u | 7% | 0.0% | -10%
CNC(=O)COC(=O)c1ccccc1C(=O)c1ccc(Cl)c([N+](=O)[O-])c1
    u | 3% | -25% | -10% | -11% | -18% | 1.1% | -6%
COCCn1c(=NC(=O)c2cc(-c3cccs3)nc3ccccc23)sc2cc(S(N)(=O)=O)ccc21
    -36% | 9% | u | 1% | u | -7% | 2.5% | 3%
COc1ccccc1N1CCN(C(C)C(=O)N2CC(C)OC(C)C2)CC1 (stereo not given)
    18% | 2% | -4% | 0% | -9% | -1% | 1.1% | -3%
Cc1ccc(N2CC(NC(=O)c3cccs3)CC2=O)cc1C (stereo not given)
    x | -4% | 3% | x | 5% | x | 1.0% | -2%
O=C(OCC(=O)N1CCCCCC1)c1ccc([N+](=O)[O-])cc1Cl
    13% | 0% | -10% | 4% | 1% | 0% | 0.0% | -3%
c1ccc2c(c1)OCCOCCOCCOCCOc1ccccc1OCCOCCOCCO2
    8% | 1% | 3% | -3% | -1% | 2% | 0.9% | -2%
CCCCN(CCCNC(=O)c1cc(Nc2ccc(OC)c(OC)c2)nc2ccccc12)Cc1ccccc1
    x | 2% | 13µM*[quencher] | x | 15% | x | 1.1% | 0%
Cc1cc(C#N)c(C)c(SCc2[nH]nc3c2C(c2ccccc2)C(C#N)=C(N)O3)n1 (stereo not given)
    -26%[46.1 µM] | -4% | u | 8% | 7% | 8% | 16% | -1%
C=CCSc1nnc(-c2cc3c(C(F)(F)F)nn(C)c3s2)n1C
    -15%[46.1 µM] | -6% | 0% | -3% | -1% | -4% | 2.5% | 2%
CC(=O)N1CCN(C(=S)NCc2ccccc2)CC1
    9% | -3% | 4% | 6% | 1% | -3% | 2.6% | 0%
CCN(CC)S(=O)(=O)c1ccc(OCC(=O)NCc2ccccc2)cc1
    -3%[46.1 µM] | 8% | -1% | 8% | -8% | 6% | -0.8% | 2%
CCCCCCc1cc2cc(S(=O)(=O)c3ccc(C)cc3)c(=O)oc2cc1O
    -26% | 6% | u | 24% | -9% | 4%[2.36 µM] | 1.4% | -2%
COc1ccc(-c2noc(CCC(=O)Nc3cc(Cl)c(OC)cc3OC)n2)cc1
    -19%[46.1 µM] | -11% | u | 0% | -15% | -6% | -1.5% | -2%
Cc1ccc2nc(-c3ccccc3)nc(SC(C)C(=O)NCc3cccs3)c2c1 (stereo not given)
    2%[46.1 µM] | -2% | -5% | 5% | 7% | 3% | 7.3% | 5%
Cc1ccnc(N=Cc2nc(-c3ccccc3Br)oc2O)c1
    -2% | -9% | -14% | -13% | -2% | u | -1.2% | 0%
Cc1c[nH]c2cccc(OCC(O)CNC(C)(C)C)c12 (stereo not given)
    -21%[46.1 µM] | -23% | -2% | -19% | u | u | -1.1% | 1%
Cc1ccc(/C=C/C(=O)O)cc1S(=O)(=O)N1CCCCC1
    -5% | 2% | 0% | 0% | -13% | 0% | 0.9% | 1%
COc1ccc2c(c1)sc(=N)n2CC(=O)Nc1cc(C)cc(C)c1
    -24% | 7% | -10% | 4% | 6% | 0% | -1.1% | -4%
CC(C)Cn1c(N)c(C(=O)COC(=O)c2ccc(Cl)cc2)c(=O)n(C)c1=O
    -46% | 2% | -20% | 8% | -8% | 8% | 0.0% | 2%
COCCn1c(SCC(=O)Nc2cc(OC)ccc2OC)nc2c(c1=O)SC(C)C2 (stereo not given)
    -23% | -5% | u | -17% | -4% | 2% | 0.0% | 0%
S=c1[nH]nc(-c2ccccn2)n1/N=C/c1ccc(Cl)c(Cl)c1
    23% | 5% | -19% | 4% | 13% | -22% | -0.3% | -4%
CCOc1c(Br)ccc2c1sc1nc[nH]c(=O)c12
    20%[46.1 µM] | -10% | -14% | -3% | -1% | 0% | -4.2% | -2%
OC(CNCCc1ccc(C(F)(F)F)cc1)COc1cccc2ccccc12 (stereo not given)
    u | 5% | u | 3% | -13% | 2% | 0.0% | -7%
CCC(C)NC(=O)CSc1nc2ccccc2c(=O)n1CCCC(=O)NCC1CCCO1 (stereo not given)
    -8%[46.1 µM] | 6% | -5% | -4% | -2% | 0% | 0.0% | 0%
Cc1ccc2nsnc2c1S(=O)(=O)N(Cc1ccco1)Cc1cc2ccc(C)c(C)c2[nH]c1=O
    -18%[46.1 µM] | -9% | -4% | -2% | -2% | -8% | 1.0% | 1%
COc1ccc(OC)c(NS(=O)(=O)c2ccc(Br)s2)c1
    9% | -7%&1% | -16%&-24% | 2% | -6%&3% | -11% | u | 0%&-4%
Cc1cccc(OCC(=O)Nc2ccc(C(=O)OCc3cc(=O)n4nc(C5CC5)sc4n3)cc2)c1
    x | -3% | -3% | x | -6% | x | -2.8% | 0%
O=C(OCC(=O)N1CCN(C(=O)c2ccco2)CC1)c1sc2ccccc2c1Cl
    -1%[7.67 µM] | -10% | -11% | 1% | 0% | 6% | 1.6% | -1%
CCCCOc1ccc(-c2nn(-c3ccccc3)cc2C2NC(=O)NC(C)=C2C(=O)OCC)cc1 (stereo not given)
    x | 9% | -26% | x | -11% | x | -2.0% | -3%
COc1cccc(/C=N/NC(=O)c2cc3c(OC)cccc3[nH]2)c1O
    10% | 4%[53 µM] | -9% | 8% | 8% | -15% | 0.0% | -1%[53 µM]
COC(=O)c1cccc(-n2nnnc2SCC(=O)Nc2cc(C)on2)c1
    -4%[46.1 µM] | -12% | -5% | 15% | -6% | 2% | -1.7% | -1%
COC(=O)c1cc(C(=O)OC)cc(-n2c(C)cc(C=O)c2C)c1
    2% | -3% | 5% | -5% | 3% | 6% | 0.9% | 1%
O=C(CSc1n[nH]c(-c2ccc(F)cc2)n1)NCCc1ccccc1
    x | -7% | 0% | x | -2% | x | 1.0% | -1%
CCOC(=O)C1(C)NC(c2ccco2)C2C(=O)N(c3ccc(C)cc3)C(=O)C21 (stereo not given)
    4%[46.1 µM] | 8% | -11% | 6% | -7% | 11% | 4.6% | -4%
Cc1cccc(NS(=O)(=O)c2ccc(C)c(C(N)=O)c2)c1
    -26% | -2% | 0% | 2% | -4% | 8% | -1.2% | -1%
Cn1cc(C(=O)NCc2cccnc2)c(=O)c2cc(S(=O)(=O)N3CCCCCC3)ccc21
    -18% | 2% | -3% | -3% | 0% | 8% | -4.0% | 0%
O=C(Nc1c(-c2ccccc2)nc2sccn12)c1ccccc1
    -6%[46.1 µM] | -7% | -4% | 7% | 1% | -6% | -0.6% | 2%
CC(=O)N1CCN(c2nc(-c3ccco3)c3c(c2C#N)CC(C)(C)SC3)CC1
    -16%[46.1 µM] | -5% | -8% | 12% | -8% | 1% | 1.1% | -1%
NC(=O)c1c(NC(=O)C2c3ccccc3Oc3ccccc32)sc2c1CCCCC2
    -7% | 3% | -13% | 11% | 3% | -27% | -1.9% | 2%
Fc1ccc(NC(=S)N/N=C/c2cccc(Br)c2)c(F)c1
    -19%[46.1 µM] | -3% | -17% | 4% | 0% | 5% | 2.2% | -1%
Cc1cc2c(c(N3CCOCC3)n1)C(=O)OC2
    -7%[46.1 µM] | 3% | -7% | 7% | 1% | -2% | 1.0% | 0%
O=C1OCCC1Sc1nnc(-c2ccc(Cl)cc2Cl)o1 (stereo not given)
    -13% | -7% | 0% | 5% | -12% | 4% | -0.8% | -1%
c1ccc(-c2ccc(-c3cn4c(n3)CCC4)cc2)cc1
    -1%[46.1 µM] | 7% | -15% | -5% | -4% | -3% | 4.7% | 1%
CC(C)OCCCn1c(SCc2ccccc2Cl)nc2c(sc3ccccc32)c1=O
    x | 4% | 7% | x | 4% | x | 0.0% | 0%
Cc1ccc(NC(=S)N(CCN2CCCCC2)Cc2ccco2)cc1C
    -15% | 2% | -1% | -15% | 2% | -11% | -1.4% | -2%
Cc1ccc(C)c(NS(=O)(=O)c2ccc(OCC(=O)NCc3cccnc3)cc2)c1
    9%[46.1 µM] | -5% | -10% | 3% | -7% | -3% | 0.0% | -3%
COCC(=O)Nc1sc2c(c1C(=O)OC)C(C(=O)OC)CC2 (stereo not given)
    -6%[46.1 µM] | 5% | 11% | 6% | 6% | 7% | 0.0% | 2%

This is a subset, so the mix of outcomes need not match the whole.
